# IDE cell inh – inhibitors of human insulin-degrading enzyme in cells; P14735; HEK cells, FAbetaB cleavage, fluorescence polarization; inhibition, % at 5.59 µM; hit rate 0.41% among 320,000;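 active = percent inhibition above the average of all tested compounds plus 3 SD, set per screening campaign, cut at about 16% in these data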;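 note: IDE supplied by intact live HEK cells; FP after avidin binding of uncleaved biotin substrate so inhibition keeps polarization high; 0% = DMSO wells and 100% = 60 µM reference IDE inhibitor Ii1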
# p-CIP stab down – p/CIP protein destabilization; hit rate 0.01% among 290,000; Q05BA5; decrease of EGFP signal, % at 10 µM; F442A p/CIP-EGFP cells, EGFP fluorescence, 16 h; AID 1984;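 active = EGFP signal decrease of at least 30% at 10 µM or well 3 SD below plate mean, unless failing retest; inactive = the rest, including hits failing retest or dose response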; note: some compounds called inactive have numbers as strong as hits; many of its hits are not listed in these tables
# CRFR2-BP ag – agonists of human CRF-binding protein/CRF-R2 receptor complex; activation, % at 13.2 µM; HEK293 CRF-R2/CRF-BP, calcium dye fluorescence (FLIPR); percent of saturating CRF peptide response; hit rate 0.46% among 350,000;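 active = activation of at least 50%, plus an integration ratio under a set limit after plate pattern correction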;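 note: plate controls were neutral control wells without compound for no effect and CRF at EC100 for full effect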
# MEKK3 PB1 HTS – modulators (inhibitors or enhancers) of MEK5 binding to human MEKK3 PB1 domain | Q99759 | binding response (% of control), % at 10 µM | AID 1529 | hit rate 1.4% among 290,000 | bead-based flow cytometry, Alexa488-MEK5 binding to MEKK3; actives lie on both sides; 0 = blocked by unlabeled MEK5, 100 = vehicle;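 active = binding response more than 3 SD above or below the average of its plate-row segment, actives on both sides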;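 note: Alexa488 bead fluorescence after subtracting the streptavidin-only scavenger bead signal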
# CHRM4 PAM – CHRM4 positive allosteric modulation. CHO-K1 hM4/Gqi5, Fluo-8 calcium fluorescence, ACh EC20; 0% = ACh EC20, 100% = maximal ACh. activation, % at 3 µM. AID 624126. hit rate 0.4% among 360,000;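 active = activation above its plate's cutoff, the mean activation of sample wells plus 3 SD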; note: some results filed as inactive read as strong as hits
# Target sequence (P08173 whole entry, looked up): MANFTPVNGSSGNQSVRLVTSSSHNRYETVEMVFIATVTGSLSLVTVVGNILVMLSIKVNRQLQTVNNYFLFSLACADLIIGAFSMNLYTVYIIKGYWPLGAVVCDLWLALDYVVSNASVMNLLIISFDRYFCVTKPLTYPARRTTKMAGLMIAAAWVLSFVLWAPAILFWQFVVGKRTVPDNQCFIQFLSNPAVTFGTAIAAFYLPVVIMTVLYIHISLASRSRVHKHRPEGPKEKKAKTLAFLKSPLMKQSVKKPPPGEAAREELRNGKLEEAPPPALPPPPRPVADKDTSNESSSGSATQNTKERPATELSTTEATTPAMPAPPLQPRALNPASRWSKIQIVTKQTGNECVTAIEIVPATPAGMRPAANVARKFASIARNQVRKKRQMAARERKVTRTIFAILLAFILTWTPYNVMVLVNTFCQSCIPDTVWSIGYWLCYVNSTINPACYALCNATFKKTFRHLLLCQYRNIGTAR
# PHOSPHO1 inh – inhibitors of human PHOSPHO1 phosphatase | recombinant PHOSPHO1, absorbance phosphatase assay | hit rate 1.1% among 290,000 | inhibition, % at 13.3 µM; in the data active = inhibition above about 60%
# Target sequence (Q8TCT1 whole entry, looked up): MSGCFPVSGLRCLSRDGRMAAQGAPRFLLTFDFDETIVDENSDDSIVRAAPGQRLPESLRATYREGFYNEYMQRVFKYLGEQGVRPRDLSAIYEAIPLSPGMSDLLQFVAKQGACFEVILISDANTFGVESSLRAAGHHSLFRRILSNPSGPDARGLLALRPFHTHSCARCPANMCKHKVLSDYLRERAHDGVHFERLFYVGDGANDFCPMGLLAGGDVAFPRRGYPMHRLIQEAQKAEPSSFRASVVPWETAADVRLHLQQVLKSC
# GalR3 antag – antagonists of human GalR3; O60755; HEK293 GalR3-CNG cAMP membrane potential fluorescence; galR3 body fused to GalR1 C-terminus; inhibition, % at 3 µM; hit rate 0.44% among 360,000; AID 651719;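 active = inhibition above the screen-wide average plus 3 SD, cut at about 13% in these data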;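 note: forskolin and galanin both at EC90 stimulate the cells; cAMP rise reported by CNG channel membrane potential dye signal; 0% = forskolin plus galanin with DMSO and 100% = forskolin alone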
# Target sequence (O60755 1-299 limits assumed): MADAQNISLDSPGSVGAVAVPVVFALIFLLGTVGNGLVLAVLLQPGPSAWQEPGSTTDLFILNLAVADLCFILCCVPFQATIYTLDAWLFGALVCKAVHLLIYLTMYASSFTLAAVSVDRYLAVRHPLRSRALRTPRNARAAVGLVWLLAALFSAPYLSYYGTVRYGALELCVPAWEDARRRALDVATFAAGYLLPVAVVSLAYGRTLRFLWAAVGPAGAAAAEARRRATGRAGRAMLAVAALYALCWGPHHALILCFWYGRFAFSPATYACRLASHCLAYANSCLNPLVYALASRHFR
# IDE cell activ – activators of human insulin-degrading enzyme in cells; P14735; HEK cells, FAbeta-B cleavage, fluorescence polarization; 0% vehicle, 100% cell-free pure enzyme wells; activation, % at 5.96 µM; hit rate 0.073% among 340,000; AID 493087;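 active = activation above the mean of all tested compounds plus 3 SD, set per screening campaign, cut at about 17% in these data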
# CRFR2-BP antag – blocks CRF-induced signaling of the CRF-BP/CRF-R2 complex; HEK293 CRF-R2/CRF-BP, CRF-induced calcium fluorescence; inhibition, % at 11.8 µM; hit rate 0.59% among 350,000;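 active = inhibition of the ligand-induced calcium signal above about 50% at the single tested concentration, limit read from the data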
# An asterisk follows results filed as active; . = no result given; [ ] = dose if it differs, or a comment. Rows were taken by chance; any-hit rate near 4.2%.
SMILES	IDE cell inh	p-CIP stab down	CRFR2-BP ag	MEKK3 PB1 HTS	CHRM4 PAM	PHOSPHO1 inh	GalR3 antag	IDE cell activ	CRFR2-BP antag
COc1ccc(CN2CC(C(=O)NCCc3ccc(C)cc3)CC2=O)cc1 (stereo unspecified)	1	10	-1.1	102	-11	-14	-4	7	1
CC(=O)c1ccc(Oc2ncnc(N)c2[N+](=O)[O-])cc1	6	-21	-1.1	106	-6	27	-9	0	6
O=C(COc1ccccc1[N+](=O)[O-])Nc1ccccc1N1CCCC1	0	-4	-0.1	104	1	32	-4	4	-11
Cc1ccc(CNS(=O)(=O)c2ccc(-n3cnnn3)c(C)c2)cc1	1	2	2.2	103	-6	35	-8	6	16
Nc1ccc2c(c1)C(=O)Cc1ccccc1S2	-1	-13	0.5	102	8	-5	-2	-3	-23
CCOC(=O)C1ON2CCCCC2C1(O)C(F)(F)F (stereo unspecified)	6	13	0.4	97	-1	24	0	2	-9
Cc1cccc2sc(NC(=O)C3CCCO3)nc12 (stereo unspecified)	4	-1	0.0	91	0	-3	4	0	8
COc1ccc(NC(=O)c2ccc(S(=O)(=O)N3CCOCC3)o2)cc1	7	-12	-3.2	99	6	38	-2	-3	11
Cc1ccc(S(=O)(=O)NCCSc2nnnn2-c2ccccc2)cc1	11	6	-8.4	103	-5	-1	1	2	14
CCCOc1ccc(-c2nnn(CC(=O)c3ccc4c(c3)OCCO4)n2)cc1	-1	5	2.5	103	11	13	-3	-4	-22
CC(C)Oc1cccc(C(=O)C2CCCN(Cc3ccc4nonc4c3)C2)c1 (stereo unspecified)	2	-15	0.8	105	2	27	-2	3	3
O=C(NC(=S)NCc1ccccc1)c1cccc([N+](=O)[O-])c1	5	-7	-1.4	112	-2	40	-5	7	10
Cc1ccc2nc(-c3ccccn3)cc(C(=O)N3CCN(c4ncccn4)CC3)c2c1	4	-4	0.3	117	-4	41	2	2	-13
COc1ccccc1C(=O)NCC(=O)Nc1ccc2c(c1)CCC2	4	.	1.2	.	9	.	-2	-1	-8
CCOC(=O)c1[nH]cnc1C(=O)NCc1ccccc1	4	-11	-0.7	101	4	-27	-4	4	7
COC(=O)C1CN(C(=O)COc2ccc(Cl)cc2C)c2ccccc2O1 (stereo unspecified)	4	-6	2.9	104	0	33	-11	0	10
CCOC(=O)c1cnc(SCC(=O)c2ccc(Cl)cc2)nc1N	5	3	-0.6	107	5	21	-2	-4	19
C=CCOCCN(C)C1=NS(=O)(=O)c2cc([N+](=O)[O-])ccc21	-3	-9	-1.5	98	-6	29	-6	-4	-9
O=C1CCCN1CCCNCCCn1cnc2c(OCc3ccccc3)ncnc21	.	.	3.9	.	6	.	-6	-3	-3
COc1ccccc1NC(=O)CSc1nnc(Cc2ccccc2)o1	5	3	1.9	110	5	-31	-1	4	-12

# Full records, quoted from the list. Order of values: IDE cell inh, p-CIP stab down, CRFR2-BP ag, MEKK3 PB1 HTS, CHRM4 PAM, PHOSPHO1 inh, GalR3 antag, IDE cell activ, CRFR2-BP antag
# `CCOC(=O)C1ON2CCCCC2C1(O)C(F)(F)F` (stereo unspecified) in the list: 6, 13, 0.4, 97, -1, 24, 0, 2, -9
# `Cc1ccc2nc(-c3ccccn3)cc(C(=O)N3CCN(c4ncccn4)CC3)c2c1` in the list: 4, -4, 0.3, 117, -4, 41, 2, 2, -13
# `CCOC(=O)c1[nH]cnc1C(=O)NCc1ccccc1` in the list: 4, -11, -0.7, 101, 4, -27, -4, 4, 7
# `CC(C)Oc1cccc(C(=O)C2CCCN(Cc3ccc4nonc4c3)C2)c1` (stereo unspecified) in the list: 2, -15, 0.8, 105, 2, 27, -2, 3, 3

# Later entries.
SMILES	IDE cell inh	p-CIP stab down	CRFR2-BP ag	MEKK3 PB1 HTS	CHRM4 PAM	PHOSPHO1 inh	GalR3 antag	IDE cell activ	CRFR2-BP antag
Cn1c(SCC(=O)NC2CCCCC2)nnc1-c1cccnc1	9	-13	2.5	100	-5	20	-12	6	-7
O=C(Nc1nnc(-c2cccs2)o1)c1cccc(F)c1	-3	.	4.2	114	1	.	3	4	21
Nc1nc2c(s1)CCc1ccccc1-2	3	-9	-3.2	104	-3	10	-5	-8	10
COc1cc2c(cc1NC(=O)COC(=O)CNC(=O)c1ccccc1)oc1ccccc12	11	-10	0.6	104	-15	41	-4	4	76*
CC(C)Cn1c(SCC(=O)N(C)C2CCS(=O)(=O)C2)nc2cc(Cl)ccc2c1=O (stereo unspecified)	-3	.	-0.7	.	15	.	0	4	16
Cc1cc(NC(=O)CSc2nc3c(C)cccc3cc2C)no1	-6	-12	-1.6	100	0	23	1	4	-22
CCCN1CCC(=NNc2ccc(S(N)(=O)=O)cc2[N+](=O)[O-])CC1	2	17	-0.9	101	-6	-19	-2	2	4
COc1ccc(-c2csc(NC(=O)CS(=O)(=O)c3ccc(F)cc3)n2)cc1OC	-2	.	2.9	.	-6	.	-3	1	-10
O=C(NNC(=S)NC(=O)c1ccccc1[N+](=O)[O-])c1ccccc1Cl	-8	3	1.3	110	4	-10	-3	2	22
CC(C)(C)c1cc(C(F)(F)F)nc(SCCCNC(=O)c2ccco2)n1	-2	-14	-2.2	98	-1	-10	-2	-5	21
CC(=O)Nc1ccc(S(=O)(=O)NCCC(=O)OCc2nnc(-c3ccccc3)o2)cc1	-1	.	-1.4	.	4	.	-4	5	2
COc1ccc(-c2csc(NC(CO)c3nc4ccccc4n3Cc3ccc(C)cc3)n2)cc1 (stereo unspecified)	0	.	-0.6	101	-1	.	1	-3	-15
Cc1sc2ncnc(Sc3ccccc3C(=O)Nc3ccc(Br)cc3)c2c1C	1	-6	-2.1	99	-1	-2	-2	-14	2
CCn1c2ccccc2c2cc(NC(=O)N3CCOCC3)ccc21	4	-13	-2.0	98	-5	-7	0	-7	-12
CCCCNc1ccc(C(CC(N)=O)NC(=O)Cc2ccc(Br)cc2)cc1[N+](=O)[O-] (stereo unspecified)	-1	-13	3.6	96	5	53	-6	3	2
O=C(Oc1cccc(C(=S)N2CCCCC2)c1)c1ccccc1	-5	-12	4.2	97	0	42	-2	2	6
O=C1Cc2ccccc2Sc2cc(OCCCN3CCCCC3)ccc21	-2	-10	-0.4	75*[inhibitor]	-19	3	-15	1	-25
CCO/C=C1\C(=O)N(CC)c2ccccc21	5	15	-0.7	80	-9	-3	-2	0	-2
Cc1cccc(OCc2nnc(SCC(=O)Nc3cccc(C(=O)N4CCOCC4)c3)n2C)c1C	8	0	-0.5	89	-5	-11	-3	-1	22
O=C(NCCCN1CCN(Cc2ccccc2)CC1)C1CCN(S(=O)(=O)N2CCC3(CC2)OCCO3)CC1	-6	-4	-1.3	108	-2	-17	0	-2	6
CCOC(=O)c1sc2nc(CC(=O)OC)nc(N(C)CCc3ccccn3)c2c1C	1	-2	-0.9	91	0	-17	7	.	-21
COc1cc([N+](=O)[O-])ccc1NC(=S)NCc1ccccn1	1	0	-1.3	101	-6	16	-2	2	8
CCc1ccc(C(=O)C(C)OC(=O)c2nc3nc(C)cc(C)n3n2)cc1 (stereo unspecified)	-1	.	-1.7	.	-2	.	2	3	-4
COc1ccc(/C=C/C(=O)O/N=C(\N)c2cccnc2)cc1OC	2	8	-2.9	102	1	44	-6	2	3
Cn1c(CCN2CCN(c3ccccn3)CC2)nc2cc(NS(=O)(=O)c3ccccc3)ccc21	-3	-3	-1.3	100	-13	34	-11	0	-7
COC(=O)[C@@]12CCCCN1[C@H](c1ccc(-c3ccc(Cl)c(Cl)c3)cc1)[C@H]1C(=O)N(C)C(=O)[C@H]12	5	.	2.8	.	8	.	-1	-1	-2
COc1cc(C)ccc1N(CCCN1C(=O)c2cccc3cccc(c23)C1=O)C(=O)c1cccs1	5	-1	-2.2	103	-6	-14	-2	5	30
CCCN1C(=O)/C(=C/c2ccc3c(c2)OCO3)NC1=S	.	-8	0.9	103	3	-10	-3	8	-5
COc1ccc(CCCc2nnc(SCC(=O)N/N=C\c3ccc(O)c(OC)c3)o2)cc1C	2	-1	-0.8	104	-1	34	4	3	20
Clc1ccc(Cn2nnc(-c3ccc(N4CCOCC4)cc3)n2)cc1	2	-13	-1.7	85	8	-4	2	-1	11
Cc1ccc(-n2ncc3c(NCC4CCCO4)ncnc32)c(C)c1 (stereo unspecified)	-5	1	-2.2	95	-7	14	0	-1	5
Cc1ccc(OCC2Cn3c(nc4c3c(=O)n(C)c(=O)n4C)O2)cc1 (stereo unspecified)	-1	2	-1.3	105	4	0	-2	-6	10
COC(=O)c1c(NC(C)=O)csc1C	1	-11	0.0	93	-1	38	-6	.	4
CCOc1ccc(C(O)Cc2nc3ccccc3n2C)cc1 (stereo unspecified)	1	-10	0.5	107	5	4	-13	-3	-5
CCCCC1=CC2=C(c3ccco3)C(=O)C(C)(OC(=O)c3ccc(OC)cc3)C(=O)C2=CN1CCCN(CC)CC (stereo unspecified)	-1	-11	16	95	8	22	-2	4	-5
N#CCC(=O)N/N=C\c1ccc(OC/C=C/c2ccccc2)cc1	3	-8	-0.4	108	6	26	0	1	5
CCOC(=O)c1c(NC(=O)COC(=O)c2ccncc2)sc(C)c1C	-8	14	1.9	102	-4	0	4	6	-6
COC(=O)[C@@]1(Cc2ccc(F)cc2)[C@H]2c3cc(C(=O)N4CCCC4)n(CCc4ccccn4)c3C[C@H]2CN1C(=O)c1ccccc1	2	3	1.9	97	.	1	-2	.	4
Brc1cc2c(cc1C1OCCO1)OCO2	.	.	-3.7	.	6	.	-5	3	9
O=C(CSc1nnc(Nc2ccccc2)s1)NC1CC1	-1	.	1.4	.	2	.	-2	3	-6
COc1ccccc1NC(=O)C(C)NS(=O)(=O)c1ccc(Cl)cc1 (stereo unspecified)	6	3	0.4	102	-1	-8	1	4	2
CCn1nc(C(=O)OCC(=O)N2CCc3ccccc32)c2ccccc2c1=O	-3	-13	-0.5	109	7	16	-2	4	-1
Cn1c(NCc2ccccc2)cc(=O)n(C)c1=O	-1	10	-0.3	101	0	-6	-3	-5	-14
Cc1cc(C)n2nc(SC(C)C(=O)NC3CCCCC3C)nc2n1 (stereo unspecified)	-4	.	0.2	.	7	.	-2	0	-6
CCCCC1=CC2=CC(=O)C(C)(OC(=O)CCc3ccccc3)C(=O)C2=CO1 (stereo unspecified)	3	-18	6.6	87	15	35	-7	-9	-3
N#CCCN(C(=O)Nc1ccccc1)C1CCCCC1	.	.	1.3	.	3	.	3	3	9
CCCNc1nc(Nc2ccc(C)c(Cl)c2)c2cnn(C)c2n1	1	3	-9.3	104	3	27	-13	1	-48
Cc1csc(NC(=O)C2CCCCN2S(=O)(=O)c2ccccc2)n1 (stereo unspecified)	5	-6	1.8	.	-1	32	-4	5	-40
S=C(Nc1ccc(Cl)cc1Cl)Nn1cnnc1	-7	-14	2.8	97	-2	1	-4	4	1
Cc1cccc(N2CCN(S(=O)(=O)c3ccc4c(c3)OCCO4)CC2)c1C	4	-8	6.7	98	-1	30	-4	-5	8
C=CCn1c(Sc2ncc([N+](=O)[O-])s2)n[nH]c1=O	-4	-16	1.0	94	3	-4	4	-3	5
O=C(c1ccccc1)c1ccccc1C(=O)N1CCN(C(=O)c2ccccc2)CC1	-3	-2	0.5	101	-1	-32	-3	3	1
COc1ccc(C(=O)Nc2nc(-c3ccc([N+](=O)[O-])cc3)c(-c3ccccc3)s2)cc1	1	.	9.7	100	-3	.	1	5	-15
